Assay outcomes deposited in PubChem BioAssay by several laboratories.
NR2E3 ag-1 = agonists of human nuclear receptor NR2E3. hit rate 0.12% among 320,000. Q9Y5X4. GST-NR2E3/biotin-RetCOR TR-FRET, 1536-well. inhibition of corepressor binding, % at 4.78 µM. AID 2300;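 active means percent inhibition above the cutoff of mean plus 3 SD of all tested compounds, set per screening campaign, cut at about 20% in these data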;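 further: 0% = DMSO wells and 100% = biotin wells as full block of FRET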
Target sequence (Q9Y5X4 whole entry, looked up): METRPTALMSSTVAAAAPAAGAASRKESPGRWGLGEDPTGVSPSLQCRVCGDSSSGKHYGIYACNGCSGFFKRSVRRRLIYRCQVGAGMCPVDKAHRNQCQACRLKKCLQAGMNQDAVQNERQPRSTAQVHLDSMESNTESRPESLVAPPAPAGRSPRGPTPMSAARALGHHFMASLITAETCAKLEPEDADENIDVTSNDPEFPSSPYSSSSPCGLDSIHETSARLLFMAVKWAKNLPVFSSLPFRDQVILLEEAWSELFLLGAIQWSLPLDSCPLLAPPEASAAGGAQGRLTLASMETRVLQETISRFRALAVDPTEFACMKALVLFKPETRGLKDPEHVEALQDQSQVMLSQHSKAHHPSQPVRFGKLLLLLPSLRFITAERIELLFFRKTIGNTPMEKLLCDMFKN
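Material – GST-tagged NR2E3 plus biotinylated RetCOR corepressor · Quantity – NR2E3 fusion 1.35 nM · Times – 5 h incubation at 4 °C · Medium – pH 7.5 Tris-based buffer · Technique – TR-FRET, Eu(K)-anti-GST donor, streptavidin-D2 acceptor, ex 340, em 617/671 nm · Benchmarks – high control biotin, low control 0.6% DMSO · Format – 1536-well plates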
Shn3 3UTR inh = reduces Shn3 3'UTR luciferase signal in osteoblasts; AID 588674; Clone20 osteoblast Shn3 3'UTR firefly luciferase, 24 h; inhibition, % at 12.5 µM; hit rate 0.52% among 360,000;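 active means mean inhibition of at least 75% with every replicate also reaching 75%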;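 further: 0% = median of neutral control wells and 100% = pilot-screen positive control compound; some compounds past the cut are filed as inactive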
KKLEB cytotox = CF airway cell cytotoxicity counter-screen. hit rate 0.36% among 360,000. KKLEB CF airway cells viability, ATPlite luminescence, overnight; stronger effect = lower value; cells stimulated with P. aeruginosa culture filtrate. activity change (cytotoxicity), % at 5 µM. AID 602141;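 active means corrected activity change at or below -50% at 5 µM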
CF NFkB block = blocks PAF-induced NF-kB reporter in cystic fibrosis cells. inhibition, % at 5 µM. AID 588850. hit rate 0.86% among 360,000. KKLEB NF-kB-GFP reporter, GFP fluorescence overnight;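 active means at least 50% inhibition at 5 µM, scaled per plate between neutral and stimulator controls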;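 further: PAF is a Pseudomonas aeruginosa culture filtrate used as stimulus; plate controls were PAF-stimulated DMSO wells for no effect and unstimulated DMSO wells for full effect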
TRAIL sens C8 = sensitizes caspase-8 expressing cells to TRAIL; inhibition (viability loss, TRAIL sensitization), % at 10 µM; NB7+C8 cells + TRAIL, ATPlite viability luminescence; hit rate 1% among 360,000;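 active means compounds causing at least 50% loss of cell viability in the single-dose screen, relative to plate controls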
NR2E3 ag-2 = agonists of human NR2E3 nuclear receptor; CHO-S Gal4-NCOR/VP16-NR2E3 two-hybrid, luciferase; hit rate 0.35% among 360,000; AID 602229; inhibition of corepressor binding, % at 3.98 µM; Q9Y5X4;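 active means inhibition above the mean of all tested compounds plus 3 SD, cut at about 70% in these data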;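 further: 0% = DMSO with NR2E3 transfected cells and 100% = cells lacking NR2E3 construct; higher means lower luciferase signal from less NR2E3 corepressor binding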
TWEAK Fn14 block = inhibitors of TWEAK-Fn14 interaction signaling; TWEAK-stimulated Fn14 reporter cells, luciferase luminescence, 8 h; AID 1159606; inhibition, % at 10 µM; hit rate 2% among 360,000; in the data active means inhibition above about 50%
HIF-2a inh = blocks HIF-2a reporter activity. 786-0 RCC cells HIF-2a reporter, luciferase luminescence, overnight. inhibition, % at 18.8 µM. hit rate 0.72% among 360,000. AID 624352;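 active means inhibition of the luminescence signal of 40% or more relative to plate controls, in a single-dose primary screen at 18.75 µM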
TRPM1 prom inh = reduces MITF-dependent TRPM1 promoter luciferase signal | SK-MEL-5 TRPM1 promoter luciferase, 24 h | inhibition, % at 12.5 µM | hit rate 0.83% among 330,000 | AID 488899;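 active means mean inhibition across replicates of 60% or more, whatever share of single replicates reaches that level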; further: values of inactives mirror those of a sister screen read the other way
Peg3 prom inh = inhibitors of Peg3 promoter | HeLa PEG-Prom luciferase reporter, luminescence, overnight | inhibition, % at 20 µM | hit rate 1.7% among 360,000;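 active means inhibition of at least 50% at 20 µM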
TROY NFkB inh = TROY signaling inhibition. Q293 LMP1-TROYcd NF-kB luciferase reporter, 4 h. inhibition, % at 10 µM. hit rate 0.98% among 360,000. AID 1347056;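 active means compounds whose plate-normalised and pattern-corrected inhibition of the luciferase reporter signal at the single screening dose is 50% or more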
The depositor's hits bear a star; · = no result given. A portion of the library. The share of hits here may be higher or lower than overall.

SMILES	NR2E3 ag-1	Shn3 3UTR inh	KKLEB cytotox	CF NFkB block	TRAIL sens C8	NR2E3 ag-2	TWEAK Fn14 block	HIF-2a inh	TRPM1 prom inh	Peg3 prom inh	TROY NFkB inh
CCc1cc2c(cc3c(=O)n(CC(=O)N4CCN(c5ccccn5)CC4)nc(CC)n32)s1	-3	-1	-6	-17	3	0	5	3	9	-8	-4
O=C(COC(=O)c1ccc(Sc2ccccc2)c([N+](=O)[O-])c1)NC1CCCc2ccccc21 (stereo unspecified)	-1	13	-23	16	0	-3	-3	27	3	23	-1
COc1ccc(NC(=O)C2C3C=CC(O3)C2C(=O)NCc2cccnc2)cc1 (stereo unspecified)	0	10	-10	7	-4	-3	-1	16	-7	-8	-13
COc1ccccc1N1CCN(CC(=O)c2ccc3ccn(C(C)=O)c3c2)CC1	-1	4	8	-26	-4	-44	6	7	·	-3	9
COc1ccc2nc(SCC(=O)NCc3ccc4c(c3)OCO4)[nH]c2c1	2	-2	11	2	-4	6	12	2	-7	2	-18
CCOc1ccccc1NC(=S)NCCc1ccc(F)cc1	-2	-8	-7	13	-8	18	12	8	6	5	1
Cc1cc(-c2nn(-c3ccccc3F)cc2CN2CCN(c3ccccn3)CC2)c(C)s1	-3	32	-3	-5	5	10	-7	-1	7	6	9
COc1cccc(C(=O)NCCCNc2nc3cc(C)cc(C)c3cc2C#N)c1	·	22	-23	10	-8	-18	16	8	·	66*	-5
O=c1[nH]cnc(O)c1C(c1ccc(Br)cc1)c1c(O)nc[nH]c1=O	0	-14	10	-3	12	3	18	6	-8	5	-16
COc1cc(S(=O)(=O)N2CCCC2)c(C)cc1C	3	-37	6	0	3	-30	-5	17	0	15	-8
CCOC(=O)c1c(NC(=O)CSc2nnnn2C)sc(C)c1C	-5	5	3	5	-5	-4	9	11	7	17	-9
COc1cccc(CNS(=O)(=O)c2cc(Br)ccc2Br)c1	·	4	1	-2	9	-65	-29	10	·	15	-2
O=C(O)CCC(NC(=S)Nc1ccccc1)C(=O)O (stereo unspecified)	5	14	-9	2	-6	-13	-3	15	-20	6	16
COCCN(C(=O)c1ccc(-c2ccc(Cl)cc2)o1)c1c(N)n(Cc2ccccc2)c(=O)[nH]c1=O	-6	-13	-1	4	-1	14	12	-5	6	-7	4
CC(C)c1ccccc1NC(=O)COC(=O)Cc1cccc(C(F)(F)F)c1	6	-10	14	-8	0	-12	5	2	-2	-15	-16
Cc1ccc(NC(=O)c2nc[nH]c2C(=O)N2CCN(C(=O)OC(C)(C)C)CC2)cc1	-2	1	16	-12	-17	-20	-6	-17	-5	-10	12
Cc1ccc(-n2sc3ccccc3c2=O)cc1S(=O)(=O)N1CCCCC1	2	37	12	25	2	-36	6	-104	6	17	-42
Cc1cc(Br)ccc1SCC(=O)NNC(=O)c1ccco1	3	-15	1	0	-25	-1	4	1	5	18	1
O=C(CCCn1c(=S)[nH]c2ccsc2c1=O)Nc1ccc(F)cc1	·	-1	-15	12	-4	-32	-8	13	·	7	-5
S=C(NCCN1CCOCC1)N/N=C/c1cccs1	4	-6	4	3	8	-28	-7	6	5	8	-5
CC(C)(C)NC(=O)CCN(/N=C/c1ccncc1)C1=NS(=O)(=O)c2ccccc21	-1	-5	-7	0	10	-1	-3	13	-10	18	2
CC(=O)c1nc(N2C(=O)C3CC=C(C)CC3C2=O)sc1C (stereo unspecified)	17	0	6	-7	-21	-5	-2	2	4	-11	-12
Cc1nc2ccccc2n1C1CC(=O)N(Cc2ccccc2)C1=O (stereo unspecified)	5	17	-4	1	13	-1	2	7	5	9	0
Cc1nc(N)sc1N=Nc1ccc(Br)cc1	-1	-80	-1	-3	14	-108	22	-321	-46	-228	-18
C/C(=N\Nc1ccccc1Cl)c1ccc(-n2ccnc2)cc1	1	-79	8	-51	3	-31	-28	-74	-24	-50	-10

Random excerpt: 3 compounds from above.
SMILES	NR2E3 ag-1	Shn3 3UTR inh	KKLEB cytotox	CF NFkB block	TRAIL sens C8	NR2E3 ag-2	TWEAK Fn14 block	HIF-2a inh	TRPM1 prom inh	Peg3 prom inh	TROY NFkB inh
COc1ccccc1N1CCN(CC(=O)c2ccc3ccn(C(C)=O)c3c2)CC1	-1	4	8	-26	-4	-44	6	7	·	-3	9
Cc1cc(Br)ccc1SCC(=O)NNC(=O)c1ccco1	3	-15	1	0	-25	-1	4	1	5	18	1
COc1ccc2nc(SCC(=O)NCc3ccc4c(c3)OCO4)[nH]c2c1	2	-2	11	2	-4	6	12	2	-7	2	-18

Remaining list, next part.
SMILES	NR2E3 ag-1	Shn3 3UTR inh	KKLEB cytotox	CF NFkB block	TRAIL sens C8	NR2E3 ag-2	TWEAK Fn14 block	HIF-2a inh	TRPM1 prom inh	Peg3 prom inh	TROY NFkB inh
Cc1nnc(SC(C)C(=O)NC2CCCCC2)s1 (stereo unspecified)	·	0	-11	1	10	4	5	18	9	-2	14
C=CCc1ccc(OCCCOc2ccc(C(=O)O)cc2)c(OC)c1	3	-6	-2	6	12	-57	-1	-42	-4	-57	-4
CCOC(=O)C1=CCN(S(=O)(=O)c2ccccc2F)C1c1ccc(C)cc1 (stereo unspecified)	·	-19	5	-12	13	13	-2	1	·	12	10
CCS(=O)(=O)N1Cc2ccccc2CC1C(=O)Nc1cccc(OC)c1 (stereo unspecified)	-1	-30	14	-4	-19	-94	-13	-158	-21	-118	-43
CCCOC1CCCN(C(=O)c2cc(COc3c(F)cccc3F)on2)C1 (stereo unspecified)	3	-82	-6	11	6	-81	-29	-214	-58	-209	-42
CCc1nc2ccc(C(=O)N3CCN(C)CC3)cn2c1N(C)CCC(C)C	·	3	1	-14	-4	-18	-9	-10	·	-5	-2
O=C(CC1CCCC1)N1CCN(S(=O)(=O)c2cccc(Br)c2)CC1	·	14	0	-1	6	0	1	10	·	2	-1
CCCCCOc1ccc(NC(=O)CCCC(=O)O)cc1	4	5	-4	9	-2	-10	6	22	-3	4	-6
O=c1cc(O)c2c(=O)n(-c3ccccc3)c3ccccc3c2o1	2	0	20	-19	17	-10	4	14	0	5	-16
CC(C)CN(C(=O)CN1CCN(c2ccc(F)cc2)CC1)c1c(N)n(CC(C)C)c(=O)[nH]c1=O	0	-10	4	17	-1	-6	9	16	-4	8	-4
Cc1cccc(OCc2nnc(SCC(=O)c3c(N)n(C4CC4)c(=O)[nH]c3=O)o2)c1	·	-18	10	-32	1	10	2	3	-3	16	-4
OCC1(Cc2ccccc2)CCCN(C2CCCC2)C1 (stereo unspecified)	-4	-9	-1	13	0	0	5	19	2	-2	0
Cc1cc(SCC(=O)N/N=C/c2ccc(O)cc2O)c(C)cc1Br	0	93*	8	-9	5	-13	-6	9	24	31	17
C[n+]1cn(/N=C/c2ccccc2)c2ccccc21	-2	-11	0	1	-6	10	6	12	28	5	-3
CCCS(=O)(=O)Nc1ccc(-c2cn3c(n2)SCC3)cc1	3	5	-5	-21	-15	-43	-18	-2	-7	-13	2
CCOC(=O)N1CCN(C(=O)c2c[nH]c3ccc(S(=O)(=O)N(C)c4ccc(F)cc4)cc3c2=O)CC1	2	-12	-6	5	-4	-7	-2	14	1	-6	-3
CC(C)CN1CC(COCc2ccccc2)Oc2ccccc2S1(=O)=O (stereo unspecified)	·	18	1	-18	9	-29	4	-2	3	14	-10
CC(=O)Nc1ccccc1C(=O)C(=O)O	-2	-29	0	8	-10	-4	5	14	8	13	10
COC(=O)c1ccc(S(=O)(=O)NCCc2ccccc2OC)n1C	0	5	2	-22	17	-3	2	11	5	12	-11
O=C(Nc1ccc(S(=O)(=O)N2CCCCC2)cc1)C1CC(=O)N(c2ccc(F)cc2)C1 (stereo unspecified)	1	-1	-2	-2	-12	-19	-42	12	5	1	-5
Cc1nc(N2CCN(c3ccccc3)CC2)nc2c1C(=O)CC(c1ccccc1)C2 (stereo unspecified)	0	25	4	-5	-4	-4	-12	11	-4	16	6
Cc1noc(C)c1C(=O)N1CCC(Cc2ccccc2)CC1	3	19	-2	8	18	25	-5	10	14	15	-4
O=C(COc1ccc(Cl)cc1Cl)N/N=C/c1ccccn1	·	-15	5	9	-1	-41	-18	-16	5	-9	-18
CCOC(=O)c1ccc(NC(=O)CNNC(=O)COc2ccccc2C)cc1	·	-15	-15	6	-5	3	-19	6	-2	12	4
COc1cccc(NC(=O)CSCc2cc(=O)n3ccsc3n2)c1	-4	9	15	-20	-16	12	20	5	0	4	7
The list continues.
SMILES	NR2E3 ag-1	Shn3 3UTR inh	KKLEB cytotox	CF NFkB block	TRAIL sens C8	NR2E3 ag-2	TWEAK Fn14 block	HIF-2a inh	TRPM1 prom inh	Peg3 prom inh	TROY NFkB inh
CC(C)CCN(C(=O)CNC(=O)c1cccs1)C(C(=O)NC1CCCC1)c1ccncc1 (stereo unspecified)	3	2	9	-15	-10	3	1	15	·	3	19
Cc1ccc(C)c(NC(=O)CSc2ccc(-c3ccco3)nn2)c1	-2	57	3	0	-3	4	-28	-1	-7	12	14
COc1ccc(OC)c(CCNC(=O)c2ccc(NC3=NC4CS(=O)(=O)CC4S3)cc2)c1 (stereo unspecified)	2	-10	12	-3	4	-13	19	1	·	-2	-2
O=C1CC(NCc2cccs2)C(=O)N1c1ccc(Cl)cc1 (stereo unspecified)	4	-5	-16	8	-3	-21	3	19	16	3	-4
O=C(COC(=O)CSc1ccc(F)cc1)NCc1ccco1	3	16	8	5	19	4	1	4	7	-7	-2
N/C(=N\OS(=O)(=O)c1cc(Cl)ccc1Cl)c1ccncc1	3	6	0	-3	-8	-7	-10	6	5	3	-2
CCNS(=O)(=O)c1ccc2c3c(cccc13)C(=O)N2	-3	1	1	-1	-5	-17	12	6	1	0	25
CC1(C(=O)NCc2cccc3ccccc23)CCN1Cc1ccc(OC(F)(F)F)cc1 (stereo unspecified)	·	5	-15	6	18	18	18	16	·	23	12
O=C(Nc1cc(S(=O)(=O)N2CCCC2)ccc1Cl)c1cc(F)c(F)c(F)c1F	·	40	9	-4	25	2	1	12	28	9	2
Cn1c(=O)c2c(nc(CN3CCN(CCO)CC3)n2CCc2ccccc2)n(C)c1=O	4	-4	1	-47	4	-14	-14	-8	0	-21	9
O=C(CCN1C(=O)c2ccccc2C1=O)Nc1ccncc1	2	-11	-5	1	-4	-13	-10	14	3	12	2
Cc1ccc(N(CC(=O)N/N=C/c2cccc(Br)c2)S(C)(=O)=O)cc1	-3	-15	3	-13	14	-1	12	7	-17	-1	-6
CCCNC(=O)C1(CC2CC(c3ccccc3)=NO2)CCN(C(=O)C2CCCC2)CC1 (stereo unspecified)	0	4	-15	-30	14	-17	-1	-4	-10	6	-29
COc1ccc(CC(=O)NNC(=O)CCc2ccccc2)cc1OC	-1	1	7	-6	2	4	5	17	11	10	0
CC(=O)Nc1ccc(S(=O)(=O)NCCSCc2ccco2)cc1	1	-4	13	16	-1	-3	-8	-1	4	5	-10
